Screens (PubChem)
LEDGF integ inh: blocks HIV-1 LEDGF/p75-dependent DNA integration. TR-FRET IN-LEDGF/p75 DNA integration, Eu/Cy5. inhibition, % at 3.7 µM. hit rate 0.64% among 370,000. AID 743269;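 active = inhibition above the screen-wide mean plus 3 SD, cut at about 13% in these data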;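 also: signal is the Cy5 over europium emission ratio at 671 and 618 nm; 0% = plate median of compound wells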
NR1D1 modulator: modulators of human Rev-erb alpha DNA binding. hit rate 0.79% among 370,000. Rev-erbα–FITC-DNA binding, fluorescence polarization, 90 min. AID 1259318. P20393. activity, % at 10 µM;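 active = activity above about 14%, limit read from the data; passing the limit was not always enough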;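 also: 0% = DMSO wells with 35 nM protein and 100% = DMSO wells with 750 nM protein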
SIAE primary: human SIAE inhibition, primary screen | SIAE FP-Rh probe binding, fluorescence polarization | Q9HAT2 | hit rate 0.69% among 370,000 | inhibition, % at 9.66 µM | AID 1053197;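 active = inhibition above a cutoff: mean of compounds within the control limits plus 3 SD of those, cut at about 17% in these data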;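 also: 0% = plate median of compound wells and 100% = probe without SIAE protein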
rCAG RNA binder: binds r(CAG) RNA repeats | inhibition, % at 3 µM | r(CAG) RNA repeat, TO-PRO-1 dye displacement fluorescence | hit rate 1.3% among 370,000;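 active = inhibition above the plate cutoff, the mean of all test compounds on that plate plus 3 SD, cut at about 35% in these data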;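 also: 0% = DMSO alone and 100% = 100 µM mitoxantrone as full dye displacement; higher means more dye released from RNA so lower well fluorescence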
PRMT1 inh: blocks human protein arginine methyltransferase 1 | hit rate 1.3% among 370,000 | recombinant PRMT1, activity-based probe fluorescence polarization | Q99873 | inhibition, % at 2.79 µM;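 active = inhibition above about 21% made by adding two undisclosed values, limit read from the data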
TCR CD3 inh: inhibitors of human TCR-CD3 interaction; hit rate 0.37% among 360,000; inhibition, % at 9.4 µM; TAMRA-labeled TCR probe fluorescence, biochemical; in the data active = inhibition above about 19%;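 also: recombinant mutant TCR 2C K166C tagged with TAMRA read by polarization; 0% = receptor in buffer alone and 100% = receptor with positive control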
ABHD4 inh: ABHD4 (mouse) inhibition, primary FP screen | AID 720543 | hit rate 0.54% among 370,000 | inhibition, % at 8.92 µM | Q8VD66 | purified mABHD4, FP-Rh probe fluorescence polarization;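 active = inhibition exceeding the mean over every tested compound plus 3 SD, cut at about 30% in these data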;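 also: 0% = plate median of compound wells and 100% = S159A mutant with DMSO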
Target sequence (Q8VD66 whole entry, looked up): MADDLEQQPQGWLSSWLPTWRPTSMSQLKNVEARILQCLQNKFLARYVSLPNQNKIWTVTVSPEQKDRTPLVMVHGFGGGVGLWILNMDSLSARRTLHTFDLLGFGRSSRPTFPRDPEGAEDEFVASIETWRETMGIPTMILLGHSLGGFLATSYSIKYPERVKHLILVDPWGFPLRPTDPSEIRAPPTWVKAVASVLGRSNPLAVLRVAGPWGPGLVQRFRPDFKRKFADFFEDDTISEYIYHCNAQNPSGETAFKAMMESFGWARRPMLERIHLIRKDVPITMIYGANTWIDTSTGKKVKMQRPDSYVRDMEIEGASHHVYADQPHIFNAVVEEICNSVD
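system = mouse ABHD4 enzyme, wild type | medium = HEPES pH 7.0, NaCl, Pluronic buffer | also added = FP-Rh probe | incubation = Enzyme–compound pre-incubation 45 min, then probe 60 min, both 25 °C | technique = fluorescence polarization, excitation 525 nm, emission 598 nm, BODIPY TMR filters | controls = S159A mutant high control, sample median low control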
HTRA1 inh: inhibitors of human serine peptidase HTRA1; recombinant HTRA1, FP-rhodamine activity-based probe, fluorescence polarization; inhibition, % at 5.96 µM; hit rate 0.5% among 340,000; in the data active = inhibition above about 36%;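 also: 0% = enzyme with DMSO and 100% = wells lacking enzyme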
TDP2 absorb: blocks human TDP2 phosphodiesterase activity; recombinant TDP2, T5PNP hydrolysis, p-nitrophenol absorbance 415 nm; O95551; inhibition, % at 12.8 µM; hit rate 0.34% among 370,000;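 active = inhibition above the mean of all tested compounds plus 3 SD, set per campaign, cut at about 25% in these data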;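 also: 0% = DMSO with enzyme and 100% = buffer with substrate but no TDP2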
Target sequence (O95551 whole entry, looked up): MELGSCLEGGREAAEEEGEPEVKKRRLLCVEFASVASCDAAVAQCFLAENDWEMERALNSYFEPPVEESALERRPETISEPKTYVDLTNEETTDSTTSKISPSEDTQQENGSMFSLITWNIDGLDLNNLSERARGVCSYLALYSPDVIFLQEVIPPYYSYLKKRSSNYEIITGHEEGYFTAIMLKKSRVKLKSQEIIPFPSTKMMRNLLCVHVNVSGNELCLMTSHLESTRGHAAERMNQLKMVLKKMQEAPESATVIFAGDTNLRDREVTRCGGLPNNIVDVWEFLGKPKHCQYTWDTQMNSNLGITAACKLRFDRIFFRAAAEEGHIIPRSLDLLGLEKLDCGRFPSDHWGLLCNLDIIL
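Assay system: Recombinant human TDP2 | Quantity: 120 nM TDP2 per well | Incubation: 2 h at 37 °C | Signal: Epi absorbance | Evaluation: Percent inhibition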
PG9 Ab binder: binds the HIV-1 gp120 antibody PG9; TR-FRET gp120-PG9 antibody binding; inhibition, % at 6.7 µM; hit rate 0.43% among 360,000; AID 624416; in the data active = inhibition above about 8.5%
Active calls of the source: *; . = not tested or not shown. The list is partial (hit frequency here may not be typical).

no.	Molecule	HTRA1 inh	NR1D1 modulator	TCR CD3 inh	rCAG RNA binder	TDP2 absorb	SIAE primary	PG9 Ab binder	LEDGF integ inh	PRMT1 inh	ABHD4 inh
1	COc1ccc(CCN2CCC(CN3C(=S)NC[C@@H]3CC(C)C)CC2)cc1OC	2	3	3	0	-7	8	-2.4	1	-5	-5
2	Cc1cc(C)cc(N=C2NC(=O)CS2)c1	6	-1	-12	-3	-18	4	-1.5	1	3	-2
3	CC(C)(C)NC(=O)C(c1cccs1)N(C(=O)c1csnn1)c1cccc(F)c1 (stereo unspecified)	-13	7	2	-4	-12	4	-0.9	0	-1	1
4	O=C(NN=C1CCCC1)c1n[nH]c2c1CCCC2	3	-2	3	2	-8	1	-2.0	-3	-4	1
5	CC(C)[C@H]1COC(NC2=N[C@@H](C(C)C)CO2)=N1	2	-1	1	-3	10	6	-0.6	-1	-2	-6
6	CC(=O)Nc1cccc(C)c1	13	-4	3	0	-3	3	-1.3	-1	2	3
7	O=C(Nc1c2c(nn1-c1cccc(Cl)c1)CS(=O)(=O)C2)c1ccc2c(c1)OCO2	-1	0	0	6	1	1	-2.5	4	-3	6
8	COc1ccc(N(CC(=O)Nc2cc(C)ccc2C)S(=O)(=O)c2c(C)nn(C)c2C)cc1	-2	2	-3	1	-14	-1	-0.1	7	-4	-4
9	CCN(CC)C(=O)c1[nH]cnc1C(=O)N[C@@H](CC(C)C)C(=O)OC(C)(C)C	2	0	4	-12	1	1	0.3	-2	-2	-3
10	Cc1nn(C)cc1CN1CCCC(C(=O)c2ccc(-c3ccccc3)cc2)C1 (stereo unspecified)	-4	1	4	-6	4	0	-2.0	4	-3	-5

Whole records, looked up by structure. Order of screens: HTRA1 inh, NR1D1 modulator, TCR CD3 inh, rCAG RNA binder, TDP2 absorb, SIAE primary, PG9 Ab binder, LEDGF integ inh, PRMT1 inh, ABHD4 inh
`CC(C)(C)NC(=O)C(c1cccs1)N(C(=O)c1csnn1)c1cccc(F)c1` (stereo unspecified) across the screens: -13, 7, 2, -4, -12, 4, -0.9, 0, -1, 1
`Cc1cc(C)cc(N=C2NC(=O)CS2)c1` across the screens: 6, -1, -12, -3, -18, 4, -1.5, 1, 3, -2
`O=C(NN=C1CCCC1)c1n[nH]c2c1CCCC2` across the screens: 3, -2, 3, 2, -8, 1, -2.0, -3, -4, 1

Compounds above that contain an NH in an aromatic ring:
no.	Molecule	HTRA1 inh	NR1D1 modulator	TCR CD3 inh	rCAG RNA binder	TDP2 absorb	SIAE primary	PG9 Ab binder	LEDGF integ inh	PRMT1 inh	ABHD4 inh
4	O=C(NN=C1CCCC1)c1n[nH]c2c1CCCC2	3	-2	3	2	-8	1	-2.0	-3	-4	1
9	CCN(CC)C(=O)c1[nH]cnc1C(=O)N[C@@H](CC(C)C)C(=O)OC(C)(C)C	2	0	4	-12	1	1	0.3	-2	-2	-3

Later entries:
no.	Molecule	HTRA1 inh	NR1D1 modulator	TCR CD3 inh	rCAG RNA binder	TDP2 absorb	SIAE primary	PG9 Ab binder	LEDGF integ inh	PRMT1 inh	ABHD4 inh
11	CCOC(=O)C1(CCc2ccccc2)CCN(Cc2ccc(OC)cc2)CC1	-1	-3	-1	-7	-3	5	-0.3	-3	-4	-2
12	O=S(=O)(c1ccccc1)c1cnc(-c2cccnc2)nc1-c1ccccc1	1	3	-2	-4	3	1	2.0	-2	1	0
13	Cc1ccccc1S(=O)(=O)Cc1ccc(C(=O)NCCCN2CCC(C)CC2)o1	-3	-1	1	0	-7	-3	-0.8	1	-1	-6
14	CC(=O)c1ccc(NC(=O)C(C)N(C)CC(=O)Nc2cccc(F)c2)cc1 (stereo unspecified)	3	-2	1	-3	10	1	-0.7	-4	-3	1
15	O=C(C1CCCCC1)N1C[C@@H](O)[C@H](n2cc(-c3ccc(F)cc3)nn2)C[C@@H]1c1ccc(Cl)cc1	-38	-1	2	5	-4	-4	1.4	-6	-1	-11
16	OCC1(Cc2ccc(F)cc2)CCCN(CCc2ccccc2)C1 (stereo unspecified)	-2	2	5	-6	4	6	-0.6	1	3	4
17	Cc1ccc(NC(=O)C(C)Sc2nnc3n2CCCCC3)cc1S(=O)(=O)N1CCOCC1 (stereo unspecified)	1	8	7	2	-6	0	2.6	0	3	10
18	O=S1(=O)N=C2CCCCCN2C(c2ccccc2)N1 (stereo unspecified)	0	-4	5	3	4	-11	-0.5	0	-1	0
19	O=c1nc2n(c3ccc(Br)cc13)CCS2	-8	0	-4	-2	3	-3	1.6	-3	6	0
20	COc1ccccc1-n1cc(CN2CCN(C3CCCC3)C(CCO)C2)cn1 (stereo unspecified)	2	-3	-9	-3	5	3	1.0	0	-3	-2

The results go on.
no.	Molecule	HTRA1 inh	NR1D1 modulator	TCR CD3 inh	rCAG RNA binder	TDP2 absorb	SIAE primary	PG9 Ab binder	LEDGF integ inh	PRMT1 inh	ABHD4 inh
21	CCn1c(/C=C/c2c(C)n(CC)c3ccccc23)nc2ccccc2c1=O	4	-3	0	-3	-11	-10	1.7	-4	4	-9
22	O=C(CSc1nccc(-c2cccs2)n1)Nc1ccc(Cl)cc1	-18	1	3	4	-10	-7	-1.2	-2	-1	-20
23	CC(C)(C)OC(=O)NC(Cc1ccccc1)C(=O)N1CCCC1C(=O)O (stereo unspecified)	3	2	-8	0	3	3	-0.8	-1	6	1
24	CCNC(=O)CCc1nc(-c2ccc(C)cc2)no1	-4	-5	-3	-1	-15	-2	1.6	-7	4	3
25	COc1cccc2[nH]c3c(=O)n(CCCN4CCOCC4)cnc3c12	1	-1	2	-4	4	2	0.2	-3	1	-2
26	O=C(Nc1c(-c2ccc3c(c2)OCO3)[nH][nH]c1=O)c1cnccn1	.	-1	-3	3	1	2	-1.7	0	-5	-1
27	CCOc1ccc(-c2nnc(-c3cccs3)o2)cc1OCC	-9	-3	5	-6	5	-1	0.9	0	1	2
28	O=C(NCC1CC1)[C@@H]1C[C@H]1[C@@H](NP(=O)(c1ccccc1)c1ccccc1)c1ccccc1	-10	1	12	-7	0	6	-1.2	0	-1	-3
29	CCN(CC)S(=O)(=O)c1ccc(N=NC2=C(O)CCCC2=O)cc1	6	-1	1	-2	7	4	0.4	-1	3	5
30	CC(NC(=O)C1CCCC1)c1ccccc1 (stereo unspecified)	4	-1	-2	-1	-6	-2	0.0	-5	2	0

Three entries already listed, sorted by their value in PRMT1 inh, low to high:
nr	structure	PRMT1 inh
11	CCOC(=O)C1(CCc2ccccc2)CCN(Cc2ccc(OC)cc2)CC1	-4
30	CC(NC(=O)C1CCCC1)c1ccccc1 (stereo unspecified)	2
16	OCC1(Cc2ccc(F)cc2)CCCN(CCc2ccccc2)C1 (stereo unspecified)	3

Further compounds follow.
no.	Molecule	HTRA1 inh	NR1D1 modulator	TCR CD3 inh	rCAG RNA binder	TDP2 absorb	SIAE primary	PG9 Ab binder	LEDGF integ inh	PRMT1 inh	ABHD4 inh
31	Cc1nnc(SCC(=O)NNC(=O)COc2ccc(Cl)cc2)n1C	-7	5	3	1	-12	-8	-1.8	2	-2	1
32	Cc1ccc2c(c1)C(c1ccncc1)=NNC(c1ccccc1)=N2	1	1	-2	-4	7	4	0.0	1	-4	-5
33	Cc1ccc(-c2nnc(SCC(=O)NNC(=O)COc3cccc(C)c3)n2C)cc1	8	-3	3	-5	-9	-6	-2.3	2	-2	-3
34	NC(=O)c1sc2nc3c(c(-c4ccccc4)c2c1N)CCC3	-1	8	0	6	-3	-4	3.7	6	22*	-1
35	CCc1nnc(NC(=O)CSc2nc3[nH]ncc3c(=O)[nH]2)s1	3	1	11	1	6	8	-0.4	1	-2	0
36	CC1C(=O)C(C)C(c2cc(Cl)ccc2O)NC1c1cc(Cl)ccc1O (stereo unspecified)	-23	0	0	6	-4	-8	-1.0	4	-3	-30
37	CN(C)/C=C(\C=O)c1cccc(Cl)c1	2	-3	1	3	-8	-3	-2.1	3	-2	0
38	C=CCOc1ccc(C2=NOC(C(=O)Nc3ccc4c(c3)OCCO4)C2)cc1 (stereo unspecified)	-12	5	-2	0	-12	-11	-3.6	6	-8	0
39	Cc1c(NC(=O)/C(C#N)=C/c2c(Oc3ccccc3)nc3ccccn3c2=O)c(=O)n(-c2ccccc2)n1C	0	5	-1	-1	-5	1	0.6	1	1	3
40	FC(F)(F)Oc1ccc(Cn2ccc3ccc(-c4ccc5ccn(Cc6ccccc6)c5c4)cc32)cc1	.	0	.	13	1	3	.	-3	7	7

(listing goes on)
no.	Molecule	HTRA1 inh	NR1D1 modulator	TCR CD3 inh	rCAG RNA binder	TDP2 absorb	SIAE primary	PG9 Ab binder	LEDGF integ inh	PRMT1 inh	ABHD4 inh
41	C[C@]12C=CC(=O)C=C1CC[C@@H]1[C@@H]2[C@@H](O)C[C@@]2(C)[C@H]1CC[C@]2(O)C(=O)COC(=O)CCC(=O)O	3	0	-1	7	2	0	-1.0	-3	4	-12
42	O=C(CCn1c(=O)sc2ccccc21)NCCC1=CCCCC1	-1	0	-1	-5	-12	3	-1.2	6	0	3
43	Cc1nnc(SCC(=O)N(C)CC(=O)Nc2ccc(F)cc2)n1Cc1ccccc1	3	-6	2	-6	10	0	1.0	2	-2	0
44	CCCS(=O)(=O)NC(=O)C1(C)CCN(C(=O)c2cccs2)C1 (stereo unspecified)	.	-5	-6	0	-2	4	-1.9	3	6	6
45	CCCCSc1nnc(-c2ccc(NC(=O)CC)cc2)n1C	-3	5	-2	-4	-6	-1	-0.2	-3	2	-1
46	Cc1nc2sccn2c(=O)c1S(=O)(=O)N1CCN(c2ccc(F)cc2)CC1	-11	5	6	-1	10	10	3.0	-1	1	-2
47	CC(C)C1NC(=S)N(Cc2ccccc2)C1=O (stereo unspecified)	4	2	4	-1	-5	-2	0.4	-2	-2	3
48	COc1ccc(S(=O)(=O)Cc2ccc(C(=O)NCCCN3CCc4ccccc4C3)o2)cc1	-5	8	-8	6	1	-4	-0.2	2	20	-8
